# Screening results from PubChem BioAssay.
# TRb-SRC2 inh = qHTS for Inhibitors of the Interaction of Thyroid Hormone Receptor and Steroid Receptor Coregulator 2. Thyroid hormone receptor beta (Homo sapiens), P10828. TRbeta-SRC2 peptide binding, fluorescence polarization; receptor liganded with 1 µM T3. Potency, µM (doses to about 106 µM), without a hit: at the top dose activity change, negative = inhibition, actives largely listed as inhibitors. 280,000 compounds, 0.065% hits. AID 1469, 2008;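 further: plate controls were bound peptide for no effect and peptide without receptor for full effect; nearly all actives have a fitted effect of over 50% in size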
# Target sequence (P10828 whole entry, looked up): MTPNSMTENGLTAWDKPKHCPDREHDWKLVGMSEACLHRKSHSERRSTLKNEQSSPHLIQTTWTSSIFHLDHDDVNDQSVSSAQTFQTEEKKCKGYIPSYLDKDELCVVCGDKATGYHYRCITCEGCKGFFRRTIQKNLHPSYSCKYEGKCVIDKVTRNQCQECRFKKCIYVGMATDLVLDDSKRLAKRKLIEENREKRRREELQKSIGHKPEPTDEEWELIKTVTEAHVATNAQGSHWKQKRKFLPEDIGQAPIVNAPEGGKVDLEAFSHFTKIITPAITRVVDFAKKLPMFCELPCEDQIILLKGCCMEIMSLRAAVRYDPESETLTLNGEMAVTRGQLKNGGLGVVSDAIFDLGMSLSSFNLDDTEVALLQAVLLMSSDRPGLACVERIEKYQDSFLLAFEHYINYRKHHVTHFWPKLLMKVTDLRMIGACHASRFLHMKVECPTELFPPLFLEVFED
#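 Fluorescence polarization of 20 nM Texas Red SRC2 peptide (20-aa NR interaction domain) bound to 0.6 uM human TRb ligand-binding domain, with 1 uM T3, after 5 hr at ambient temperature; inhibition seen as decreased polarization.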
# TexasRed fluor = Total Fluorescence Counterscreen for Inhibitors of the Interaction of Thyroid Hormone Receptor and Steroid Receptor Coregulator 2; AID 1479, 2009; Potency, µM (top dose mostly 106 µM), without a hit: at the highest dose fluorescence change, negative = quenching; 280,000 compounds, 0.29% hits; TRb/SRC2 Texas Red total fluorescence interference; active means well fitted curve in either direction with a large enough effect; inconclusive means small, poorly fitted or top-dose-only effect
#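 Human TRβ ligand-binding domain (0.6 uM) and Texas Red SRC2 peptide (20 nM) in Tris buffer with 1 uM T3 and 5% DMSO were incubated with pinned compound for 5 hr at ambient temperature. Total fluorescence was computed as S + 2P (555/632 nm).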
# ALDH1A1 block = qHTS Assay for Inhibitors of Aldehyde Dehydrogenase 1 (ALDH1A1); Purified ALDH1A1, NADH fluorescence, propionaldehyde substrate; Potency, µM (highest dose often 75.3 µM), for inactives: top-dose activity, negative = inhibition, usual class: inhibitors; 220,000 compounds, 7.3% hits; AID 1030, 2008; active means well fitted inhibition curve with a large enough effect, not every such curve was filed as active; inconclusive means small, poorly fitted or top-dose-only effect, or another doubt; inactive means no such curve, though single readings can be large or run the other way;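 further: plate controls were no enzyme wells and a reference inhibitor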
# Tau ThT inhib = qHTS for Inhibitors of Tau Fibril Formation, Thioflavin T Binding; recombinant tau K18 P301L, heparin-induced fibrillization, ThT fluorescence; Potency, µM (highest dose often 57.4 µM), for the others: at the highest dose activity, negative = inhibition, usual class: inhibitors; 270,000 compounds, 2.1% hits; Microtubule-associated protein tau (Homo sapiens), P10636; further: nearly all actives have a fitted effect of over 55% in size
# Target sequence (P10636 561-689 P618L limits assumed): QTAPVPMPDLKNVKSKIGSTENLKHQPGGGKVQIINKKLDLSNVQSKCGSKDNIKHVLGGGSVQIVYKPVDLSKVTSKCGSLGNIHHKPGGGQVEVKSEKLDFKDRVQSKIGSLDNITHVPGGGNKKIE
#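 Fibril formation assay: tau K18 P301L at 15 uM with trace Alexa 594 label, heparin inducer 20 uM, pH 7 sodium acetate buffer, 37 C for 6 hr; endpoint ThT signal.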
# Tau fluor cs = Counterscreen qHTS for Inhibitors of Tau Fibril Formation, Fluorescence Polarization; Potency, µM (highest dose often 57.7 µM), without a hit: top-dose activity change, negative = decrease; tau K18 P301L Alexa594 fluorescence, heparin fibrillization; AID 1463, 2008; 280,000 compounds, 0.93% hits; further: nearly all actives have a fitted effect of over 55% in size
#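 Human tau K18 P301L (15 uM unlabeled, 0.24 uM Alexa 594-labeled) in 100 mM sodium acetate pH 7 with 20 uM heparin, 6 hr at 37 C. ThT 30 uM added, 1 hr ambient; Alexa 594 FP and total fluorescence read at 555/632 nm.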
# L3MBTL1 inh = qHTS Assay for the Inhibitors of L3MBTL1; Potency, µM (top dose mostly 57.1 µM), for the others: at the top dose activity, negative = inhibition, actives largely listed as inhibitors; AlphaScreen L3MBTL1–H3K9me1 peptide binding; Lethal(3)malignant brain tumor-like protein 1 (Homo sapiens), Q9Y468; 230,000 compounds, 0.66% hits; further: nearly all actives have a fitted effect of over 60% in size
#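 First, the protein-peptide complex forms for 30 min at room temperature (L3MBTL1 50 nM, biotinylated H3K9me1 peptide 75 nM). Next, compounds are pin-transferred and incubated 30 min. Finally, AlphaScreen beads are added and read after 30 min.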
# Tau fibril FP = qHTS for Inhibitors of Tau Fibril Formation, Fluorescence Polarization; Microtubule-associated protein tau (Homo sapiens), P10636; K18 P301L tau heparin fibrillization, Alexa594 FP, 6 h; Potency, µM (series often up to 57.7 µM), without a hit: at the top dose activity, negative = inhibition, hits mostly inhibitors; 280,000 compounds, 0.39% hits; further: nearly all actives have a fitted effect of over 55% in size
#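 FP of Alexa 594-tau after heparin (20 uM) induction. Substrate: human K18 P301L, 15 uM unlabeled, 0.24 uM labeled. Buffer 100 mM sodium acetate pH 7. 6 hr, 37 C.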
# GLA spleen mod = qHTS Assay for Inhibitors and Activators of Human alpha-Galactosidase From Spleen Homogenate; human spleen homogenate, 4MU-alpha-Gal fluorescence, 40 min; Potency, µM (series often up to 80 µM), inactives show at the highest dose activity change, negative = inhibition, usual class: inhibitors; 240,000 compounds, 0.008% hits;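 further: 0% = enzyme with vehicle and -100% = no enzyme basal signal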
# Target sequence (P06280 32-429 limits assumed): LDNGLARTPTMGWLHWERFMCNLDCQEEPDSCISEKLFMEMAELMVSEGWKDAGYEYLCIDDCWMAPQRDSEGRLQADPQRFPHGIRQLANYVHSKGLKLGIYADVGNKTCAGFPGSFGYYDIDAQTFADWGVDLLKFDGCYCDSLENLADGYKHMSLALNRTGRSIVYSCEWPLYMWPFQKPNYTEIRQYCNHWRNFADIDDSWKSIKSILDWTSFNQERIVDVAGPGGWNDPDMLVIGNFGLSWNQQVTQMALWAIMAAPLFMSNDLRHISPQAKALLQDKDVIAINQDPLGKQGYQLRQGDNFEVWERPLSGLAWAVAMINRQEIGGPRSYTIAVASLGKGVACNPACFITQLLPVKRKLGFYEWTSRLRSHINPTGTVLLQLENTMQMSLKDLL
#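 Inhibition or activation of alpha-galactosidase in human spleen homogenate is scored by 4-MU fluorescence after 40 min at 37C, pH 5.0, with 1 mM substrate. AC50s come from concentration-response fitted to the Hill equation.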
# * = called active by the depositor; ? = inconclusive; nt = not tested or not shown; & = joins results of further samples; [ ] = another dose, or the depositor's remark. Unless noted, the call rests on the fitted dose curve; in most records, active means well fitted curve in the direction sought with a large enough effect; inconclusive means small, poorly fitted or top-dose-only effect, or another doubt; inactive means no such curve, though single readings can be large; an effect the other way counts as inactive or inconclusive. Unless noted, on the % scale 0 is the no-effect control and ±100 the full control effect; potency means the concentration at half of the fitted maximal effect. No enrichment for hits; about 8.5% have a hit in one of these screens.
SMILES	TRb-SRC2 inh	TexasRed fluor	ALDH1A1 block	Tau ThT inhib	Tau fluor cs	L3MBTL1 inh	Tau fibril FP	GLA spleen mod
CCOC(=O)c1cccc(NC(=O)CN2CCN(c3ccc(OC)cc3)CC2)c1	-1%	-5%	-7%	?	?	-1%	4%	8%
Cn1cc(C(=O)NCc2ccccc2Cl)c(=O)c2cc(S(=O)(=O)N3CCCCCC3)ccc21	-1%	0%	nt	-10%	?	nt	-1%	nt
O=C1CNCc2[nH]c3ccccc3c2N1c1ccccc1	0%	-2%	-4%	-15%	-6%	10%	-4%	-3%
COc1ccccc1NC(=O)Cn1nnc(C(=O)Nc2ccccc2Br)c1N	-9%	0%	nt	12%	-10%	nt	-14%	nt
COc1cc(NC(=O)CN2CCCN(Cc3cccc(F)c3)S2(=O)=O)cc(OC)c1	7%	-3%	nt	-12%	?	nt	-8%	nt
COc1ccc(C/C(N)=N/n2cnnc2)cc1	10%	1%	16%	4%	2%	2%	-4%	5%
COc1ccc(OC)c(NC(=O)CSC2=NCCS2)c1	-3%	-3%	?	-7%	-3%	45%[activator][11.4 µM]	6%	-1%
COC(=O)c1coc(-c2ccc(OC)cc2)c1C(=O)OC	3%	-5%	?	?	-10%	nt	0%	5%
CC(C)(C)OC(=O)COc1cc(O)c2c(=O)cc(-c3ccccc3)oc2c1	1%	2%	-4%	-9%	?	-3%	-16%	-3%
CC(=O)Nc1ccc(OCC(O)CN2CCN(c3ccc(C)c(Cl)c3)CC2)cc1 (stereo not given)	3%	-1%	1%	?	-27%	nt	1%	12%
COc1ccc(/C=C(\CC(=O)O)c2nc3ccccc3s2)cc1O	1%	-1%	-8%	?	-17%	nt	10%	-6%
c1ccc2sc(N3CCN(Cc4ccc5c(c4)OCO5)CC3)nc2c1	-10%&-6%	0%&0%	2%&9%	-4%&-5%	-11%&-1%	nt	4%&-3%	8%&-34%
Cc1nc([N+](=O)[O-])c(Br)n1CC(=O)c1cccc([N+](=O)[O-])c1	0%	-1%	25µM*	?	6%	nt	2%	-7%
O=C(Cc1ccccc1)N/N=C/c1cccc([N+](=O)[O-])c1	1%	0%	-1%	-10%	-12%	8%	0%	-5%
O=[N+]([O-])c1cc(Br)c(O)c(C=Nc2ccc(N3CCOCC3)cc2)c1	8%	-3%	2%	10%	5%	-29%	2%	-4%
NS(=O)(=O)c1cccc(NC(=O)CSc2nnc(-c3ccccc3F)n2C2CC2)c1	-6%	-1%	nt	-5%	0%	8%	3%	12%
COCCOC(=O)c1c(NC(=O)CN2c3ccccc3CC2C)sc(C(N)=O)c1C (stereo not given)	-8%	-1%	-7%	-9%	-11%	-5%	?	-5%
Cc1cc(/C=C(/C#N)C(=O)O)c(C)n1CCC(C)C	4%	-1%	-2%	-8%	-1%	0%	9%	-8%
CC1CC(C)CN(CC(=O)Nc2ccc3c(c2)OCCO3)C1 (stereo not given)	-1%	-2%	?	-5%	-1%	-3%	1%	6%
O=C(c1ccccc1)N1CCCC(C(=O)N2CCCCCC2)C1 (stereo not given)	-14%	-3%	-13%	-3%	-6%	14%	-4%	-1%
COc1ccc(-n2c(-c3ccc(C)cc3)cc3c2CC(C)(C)CC3=O)cc1Cl	6%	-2%	nt	-11%	-7%	nt	-13%	nt
CC(C)Cn1c(N)c(C(=O)COC(=O)[C@@H]2CCCN2C(=O)c2cccs2)c(=O)n(C)c1=O	4%	-5%	3%	5%	-1%	2%	-1%	-6%
CCOc1ccc(CCNC(=O)CSCc2ccc(C)cc2)cc1OCC	-1%	-51%	-2%	0%	-5%	-7%	-3%	2%
Cc1cc(C)cc(-n2ccnc2SCC(=O)Nc2nc3ccc(C)cc3s2)c1	8%	-4%	nt	?	2%	nt	?	nt
COc1ccc(NS(=O)(=O)c2ccc(NC(=O)Cc3cccs3)cc2)cc1	-5%	0%	10%	-6%	?	1%	?	-6%

# Results in ALDH1A1 block and Tau fibril FP, for 2 of the compounds above:
molecule	ALDH1A1 block	Tau fibril FP
COc1ccc(C/C(N)=N/n2cnnc2)cc1	16%	-4%
CC(C)Cn1c(N)c(C(=O)COC(=O)[C@@H]2CCCN2C(=O)c2cccs2)c(=O)n(C)c1=O	3%	-1%

# Other structures follow:
SMILES	TRb-SRC2 inh	TexasRed fluor	ALDH1A1 block	Tau ThT inhib	Tau fluor cs	L3MBTL1 inh	Tau fibril FP	GLA spleen mod
O=c1oc2c(-c3cccc(F)c3)cc(O)cc2s1	-1%	-1%	1%	?	?	nt	-16%	-1%
COc1ccc(COc2cc(-c3cccc(OC)c3)nc3ccc(NC(=O)c4ccc(Cl)cc4)cc23)cc1	-6%&-3%	?	?	-10%&-17%	-12%&-15%	2%	20µM*	-7%&3%
COc1ccc(C)cc1S(=O)(=O)Nc1ccccc1	3%	0%	4%	-1%	-5%	nt	6%	-1%
CCc1nnc(NC(=O)c2nn(-c3ccccc3)nc2C)s1	1%	-4%	nt	-8%	-11%	11%	-2%	-11%
CC1(C)Cc2c(sc3nnn(Cc4ccc(Cl)cc4)c(=O)c23)CO1	7%	-3%	5%	?	?	12%	-5%	0%
C=CCS(=O)(=O)N1CCCC(C(=O)c2cccc(Cl)c2)C1 (stereo not given)	2%	-3%	6%	-13%	-12%	1%	-5%	-17%
O=C(CSCc1ccc(C(=O)O)cc1)Nc1ccccc1	2%[53 µM]	-2%[53 µM]	11%	2%	-1%	-2%	10%	4%
O=C(c1cc2ccccc2o1)N1CCN(S(=O)(=O)/C=C/c2ccccc2)CC1	-7%	0%	?	0%	-4%	37%[activator]	0%	1%
OC(CN1CCN(Cc2ccccc2)CC1)c1ccccc1 (stereo not given)	13%	-1%	-10%	5%	6%	-15%	6%	2%
O=C(Nc1cccc(Cl)c1)C1CCCN(S(=O)(=O)c2ccc(F)cc2)C1 (stereo not given)	-7%	-8%	3%	2%	?	nt	?	8%
Cc1ccc(C)c(N2CCN(C(=O)CS(=O)(=O)c3cccc4nsnc34)CC2)c1	-29%	0.035µM*[quencher]	nt	-15%	-7%	nt	8%	nt
O=C(CN(CCc1ccccc1)C(=O)Cn1nnc(-c2cccs2)n1)NCc1ccco1	-6%	-2%	13µM*	-10%	-7%	-4%	-4%	10%
COc1cccc(NC(=O)CCS(=O)(=O)c2cccs2)c1	-4%	4%	-11%	-5%	0%	-1%	3%	-2%
O=C(/C=C/c1cc2c(cc1Br)OCO2)NCc1ccc(Cl)cc1	0%	2%	-10%	11%	-5%	-1%	-13%	0%
Cc1cc(C)cc(OCC(=O)NNC(=O)c2cc3ccccc3oc2=O)c1	4%	1%	-2%	-1%	1%	-9%	4%	14%
CCOC(=O)c1c(-c2cccc([N+](=O)[O-])c2)csc1NC(=O)C1CC1	1%	0%	-11%	?	-30%	-11%	0%	-8%
CCCC[C@H]1C[C@@H]1[C@@H]1N(P(=O)(c2ccccc2)c2ccccc2)[C@](CO)(c2ccccc2)CC12CC2	-3%	-4%	-8%	?	-18%	nt	-5%	6%
Cc1nc(/N=C(\N)NC(=O)NC2CCCCC2)nc2ccccc12	6%	1%	nt	?	-26%	-21%	-7%	-10%
COc1ccc(CC(C)N2CCN(c3ccccc3)CC2)cc1OC (stereo not given)	1%	-2%	-6%	-17%	-8%	nt	0%	-4%
COc1ccccc1-n1cnnc1SCC(=O)N1CCN(S(=O)(=O)c2ccccc2)CC1	-5%	-7%	?	?	-9%	-3%	-9%	9%
Nc1nc(NCc2ccco2)nc(NC2CCCCC2)c1[N+](=O)[O-]	-3%	-2%	nt	-7%	-10%	-3%	-11%	16%
O=C(NCc1ccccc1)c1nc2ccccc2s1	-1%	1%	5%	5%	-1%	54%[activator]	-12%	-4%
C=CCn1c(SCC(=O)NC(C)(C)C)nnc1-c1ccccc1O	-4%	-5%	-8%	-5%	-4%	nt	4%	-6%
CNC(=O)c1[nH]cnc1C(=O)Nc1ccc(OC)cc1	-2%	-2%	nt	nt	8%	nt	-7%	3%
Cc1nnc(SCC(=O)NC(=O)NC(C)(C)C)s1	2%	1%	2%	-3%	-4%	6%	-1%	-5%

# A second format for 4 compounds above:
SMILES: COc1ccc(COc2cc(-c3cccc(OC)c3)nc3ccc(NC(=O)c4ccc(Cl)cc4)cc23)cc1
- TRb-SRC2 inh = -6%&-3%
- TexasRed fluor = ?
- ALDH1A1 block = ?
- Tau ThT inhib = -10%&-17%
- Tau fluor cs = -12%&-15%
- L3MBTL1 inh = 2%
- Tau fibril FP = 20µM*
- GLA spleen mod = -7%&3%
SMILES: COc1ccc(C)cc1S(=O)(=O)Nc1ccccc1
- TRb-SRC2 inh = 3%
- TexasRed fluor = 0%
- ALDH1A1 block = 4%
- Tau ThT inhib = -1%
- Tau fluor cs = -5%
- L3MBTL1 inh = nt
- Tau fibril FP = 6%
- GLA spleen mod = -1%
SMILES: CCc1nnc(NC(=O)c2nn(-c3ccccc3)nc2C)s1
- TRb-SRC2 inh = 1%
- TexasRed fluor = -4%
- ALDH1A1 block = nt
- Tau ThT inhib = -8%
- Tau fluor cs = -11%
- L3MBTL1 inh = 11%
- Tau fibril FP = -2%
- GLA spleen mod = -11%
SMILES: CC1(C)Cc2c(sc3nnn(Cc4ccc(Cl)cc4)c(=O)c23)CO1
- TRb-SRC2 inh = 7%
- TexasRed fluor = -3%
- ALDH1A1 block = 5%
- Tau ThT inhib = ?
- Tau fluor cs = ?
- L3MBTL1 inh = 12%
- Tau fibril FP = -5%
- GLA spleen mod = 0%
